Source: PubChem
LAP4-GFP MLPCN – alters LAP4-GFP fluorescence in TOR pathway yeast screen | actives 0.34% (n = 320,000) | S. cerevisiae LAP4-GFP multiplex, flow cytometry GFP, 3 h; median GFP as percent of DMSO wells | GFP response vs DMSO, % at 10 µM;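 active = GFP response vs DMSO above a set limit, about the screen mean plus 3 SD, cut at about 150% in these data; inconclusive = under 70 cell events counted for the yeast strain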
proCasp7 act – activates human procaspase-7, counter-screen for procaspase-3 activators. P55210. recombinant procaspase-7, Ac-DEVD-pNA absorbance 405 nm; D23A/D198A/D206A triple mutant, cannot self-cleave; scale: DMSO 0, 5 µM enzyme 100. activation, % at 8.5 µM. actives 0.093% (n = 330,000). AID 463210;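 active = percent activation above the screen-wide mean plus 3 SD, cut at about 25% in these data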
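Test system: Procaspase-7 triple mutant (PC-7 D3A). Also added: Ac-DEVD-pNA substrate, 400 µM as added. Schedule: 1 h enzyme–compound preincubation and 2 h substrate reaction, both 25 °C. Signal: p-Nitroaniline absorbance at 405 nm, read at 0 and 120 min. Control set: low DMSO alone, high DMSO plus 5 µM PC-7.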
AHR activator – human AHR activation; P35869; AHR-responsive luciferase reporter cells, luminescence; activation, % at 5 µM; actives 2.5% (n = 320,000); AID 2796; in the data active = activation above about 47%;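 also: 0% = vehicle wells and 100% = reference agonist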
EBNA-1 inhibitor – blocks EBNA-1 binding to DNA; EBNA-1 DNA binding, fluorescence polarization; inhibition, % at 14.8 µM; actives 0.34% (n = 300,000); AID 1950; in the data active = inhibition above about 28%
MEP2-GFP yeast – alters MEP2-GFP fluorescence in TOR pathway yeast screen; S. cerevisiae MEP2-GFP strain, flow cytometry GFP, 3 h; 100% = DMSO control level; GFP response vs DMSO, % at 10 µM; actives 0.51% (n = 330,000); AID 2016;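 active = GFP response versus DMSO above a set limit, roughly screen mean plus 3 SD, cut at about 180% in these data; inconclusive = fewer than 70 cells counted for a yeast strain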;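 also: median GFP fluorescence of the barcode-gated MEP2-GFP cells per well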
RPL19A-GFP yeast – alters RPL19A-GFP fluorescence in TOR pathway yeast screen; actives 0.3% (n = 330,000); S. cerevisiae RPL19A-GFP strain, flow cytometry, 3 h; stronger effect = lower value; percent response vs DMSO, % at 10 µM;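 active = percent response vs DMSO below 50%; inconclusive = fewer than 70 events counted for the yeast strain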;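 also: median channel GFP fluorescence of the barcoded RPL19A-GFP strain; ratio of sample median GFP to plate DMSO average so 100% = DMSO; lower means less RPL19A-GFP as with rapamycin TOR inhibition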
procasp3 activ – activates human procaspase-3; activation, % at 8.5 µM; AID 463141; P42574; recombinant procaspase-3 D3A, Ac-DEVD-pNA absorbance 405 nm; actives 0.11% (n = 330,000);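 active = activation above the mean of all tested compounds plus 3 SD, cut at about 21% in these data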;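 also: 0% = DMSO alone and 100% = DMSO wells spiked with extra 5 µM PC-3 D3A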
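Evaluation: percent activation relative to control range; Material: Procaspase-3 D3A mutant, all three cleavage aspartates alanine; Compound: single dose, 8.5 µM nominal compound, 0.8% DMSO; Replication: one well per compound; Signal: absorbance at 405 nm, 0 and 120 min; Schedule: 1 h preincubation plus 2 h reaction at 25 °C.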
ZTA DNA inh – counter-screen for EBNA-1 inhibitors: inhibitors of Epstein-Barr virus ZTA; P03206; ZTA-DNA binding, fluorescence polarization; actives 0.15% (n = 320,000); inhibition, % at 11 µM; in the data active = inhibition above about 33%
* marks the source's active call; other numbers are inactive results; ? = inconclusive; . = not tested or not shown; [ ] = another dose, or the depositor's remark. Compounds were not picked by outcome; overall some 3.8% were active at least once.

1. CCCCCCC(=O)O
2. S=c1nc[nH]c2c1sc1nc(N3CCOCC3)c3c(c12)CCCC3
3. O=C(NCc1ccc(F)cc1)C1CC(=O)N(C2CCCC2)C1 (stereo not given)
4. Cc1nc2sc3c(c2c(=O)o1)CC(C)(C)OC3
5. Cn1c(=O)c2c(nc(N3CCOCC3)n2CCSc2ncccn2)n(C)c1=O
6. COc1ccccc1Oc1ccc(NC(=O)c2ccc(Cl)cc2)cc1
7. COCCNC(=O)c1c[nH]c2ccc(S(=O)(=O)Nc3ccc(F)cc3F)cc2c1=O
8. O=c1cc(-c2ccc(O)cc2)oc2c([C@@H]3O[C@H](CO)[C@@H](O)[C@H](O)[C@H]3O)c(O)c([C@@H]3O[C@H](CO)[C@@H](O)[C@H](O)[C@H]3O)c(O)c12
Compound,1,2,3,4,5,6,7,8
LAP4-GFP MLPCN,106,92,101,110,116,99,84,102
proCasp7 act,-4,-16,9,-3,-7,0,1,0
AHR activator,0,-6,-2,0,0,-4,6,8
EBNA-1 inhibitor,.,7,.,-6,-11,18,7,-3
MEP2-GFP yeast,109,85,102,110,104,100,99,113
RPL19A-GFP yeast,116,91,98,102,101,100,104,102
procasp3 activ,4,5,1,-8,6,3,-3,-10
ZTA DNA inh,.,4,7,-2,-10,-4,-17,-6

9. Cc1[nH]nc2c1C1(C(=O)Nc3ccc([N+](=O)[O-])cc31)C(C#N)=C(N)O2 (stereo not given)
10. Cc1ccc(N2C(=O)N3[C@H](c4ccc(Cl)cc4)[C@@H]4C(=O)N(C5CCCCC5)C(=O)[C@@H]4[C@]3(Cc3ccccc3)C2=O)cc1
11. CCn1c(COc2ccc(C)cc2)nc2ccccc21
12. Cc1ccc(S(=O)(=O)NCCC(=O)NCC(c2ccc(F)cc2)N2CCOCC2)cc1 (stereo not given)
13. Cc1nn(-c2ccccc2)c(C)c1NC(=O)COC(=O)c1ccccc1OC(F)F
14. CCCNC(=O)CCC(NS(=O)(=O)c1ccc(C)cc1)C(=O)NCCC (stereo not given)
15. COC(=O)C1CCN(C(=O)COC(=O)COc2ccc(C#N)cc2)CC1
16. CCN1CCN(C(=O)CN2C(=O)c3cccc4cccc2c34)CC1
Compound,9,10,11,12,13,14,15,16
LAP4-GFP MLPCN,88,94,136,100,69,90,106[may fluoresce violet],84
proCasp7 act,-2,-1,7,-4,-1,-2,2,16
AHR activator,9,0,-3,2,0,4,-2,5
EBNA-1 inhibitor,0,0,1,.,3,2,6,-7
MEP2-GFP yeast,97,100,133,89,106,104,80[may fluoresce violet],82
RPL19A-GFP yeast,99,98,92,91,108,104,69[may fluoresce violet],92
procasp3 activ,-14,1,2,4,-2,4,-3,-3
ZTA DNA inh,3,-10,10,7,15,-16,11,2

17. Cc1ccccc1C(=O)NNC(=O)C(=O)Nc1cccc(Cl)c1C
18. CCc1cc(C)cc(OCCNC(=O)c2ncn[nH]2)c1
19. O=C(Nc1ccc2c(c1)OCCO2)C1CCN(S(=O)(=O)c2ccc3c(c2)OCCO3)CC1
20. O=C(Nc1ccccc1)c1cc([N+](=O)[O-])ccc1NCc1cccnc1
21. Cc1ccc(Nc2nc(CSc3nnc(-c4cccs4)o3)cs2)cc1
22. CC(CCc1ccccc1)NC(=O)COC(=O)c1cccnc1Cl (stereo not given)
23. O=C(COC(=O)c1cc2ccccc2cc1O)Nc1ccccc1F
24. Cc1nc2ccc(S(=O)(=O)NCC(=O)N3CCC(N4CCCCC4)CC3)cc2s1
Compound,17,18,19,20,21,22,23,24
LAP4-GFP MLPCN,109,90,100,98,107,88,91,110
proCasp7 act,11,9,-8,-9,2,-6,-15,8
AHR activator,-6,6,2,83*,20,-1,20,-2
EBNA-1 inhibitor,0,-4,1,3,6,.,.,-1
MEP2-GFP yeast,108,93,105,105,86,102,96,106
RPL19A-GFP yeast,103,91,101,105,.,100,93,105
procasp3 activ,4,8,9,11,1,11,1,15
ZTA DNA inh,6,-5,24,-3,-6,.,.,0

25. COc1ncnc2c1N=C1CC(C)(C)CC(N)=C1S2
26. COC(=O)C[C@H]1c2cc(C(F)(F)F)ccc2S(=O)(=O)N1C(C)(C)C
27. COC(=O)COc1ccc(-c2nn(C)c(=O)c3ccccc23)cc1
28. COc1ccc(CN(C(=O)c2cccs2)c2nccs2)cc1OC
29. O=C(CCc1n[nH]c(=O)[nH]c1=O)N/N=C/c1ccco1
30. CC(C)OCCCNC(=O)CCc1nc(-c2ccccc2)no1
31. COc1ccc2c(c1)C(=O)[C@@H](O)[C@H](c1ccc(OC)c(Br)c1)O2
32. CC(C)Cc1nnc(NC(=O)CCC(=O)N2CCN(c3ccccc3F)CC2)s1
Compound,25,26,27,28,29,30,31,32
LAP4-GFP MLPCN,98,94,113,95,93,106,130,98
proCasp7 act,-5,4,1,3,-1,12,-33,7
AHR activator,15,3,3,7,-4,2,18,0
EBNA-1 inhibitor,0,-2,-11,-13,10,-3,6,3
MEP2-GFP yeast,100,103,113,111,109,107,89,96
RPL19A-GFP yeast,96,96,96,106,105,106,96,99
procasp3 activ,-1,1,7,3,4,6,-12,1
ZTA DNA inh,7,-17,-6,2,3,9,9,6

Compounds from the list above with a cyano group (2):
9. Cc1[nH]nc2c1C1(C(=O)Nc3ccc([N+](=O)[O-])cc31)C(C#N)=C(N)O2 (stereo not given)
15. COC(=O)C1CCN(C(=O)COC(=O)COc2ccc(C#N)cc2)CC1
Compound,9,15
LAP4-GFP MLPCN,88,106[may fluoresce violet]
proCasp7 act,-2,2
AHR activator,9,-2
EBNA-1 inhibitor,0,6
MEP2-GFP yeast,97,80[may fluoresce violet]
RPL19A-GFP yeast,99,69[may fluoresce violet]
procasp3 activ,-14,-3
ZTA DNA inh,3,11

Further results:
33. COc1cccc(CNC(=O)C2CCC(CNS(=O)(=O)c3cccc4nsnc34)CC2)c1 (stereo not given)
34. COC(=O)c1c(SCc2cccc3ccccc23)nc(=O)[nH]c1C
35. O=C(c1ccco1)N1CCCC(c2nc3c(nnn3Cc3ccc(F)cc3)c(=O)[nH]2)C1 (stereo not given)
36. COc1ccc(-c2cc(C(=O)NCCN3CCOCC3)no2)cc1OC
37. O=C(C1CCCCC1)N1CCC(n2nnc3ccccc32)CC1
38. Cc1cc(NC(=O)COC(=O)C2CCN(S(=O)(=O)c3c(Cl)cccc3Cl)CC2)no1
39. CC(=O)Nc1cccc(NC(=O)COc2nncc3ccccc23)c1
40. O=C1OC[C@@H]2CCCN2C(=O)[C@H](CC(=O)N(CCO)Cc2ccccc2)C/C=C\CC[C@@H]1Cc1ccc(F)cc1
Compound,33,34,35,36,37,38,39,40
LAP4-GFP MLPCN,109,103,82,91,100,80,102,100
proCasp7 act,-1,7,0,6,10,-7,-8,-1
AHR activator,0,27,2,0,1,-1,0,-2
EBNA-1 inhibitor,-7,8,-5,6,0,2,-5,.
MEP2-GFP yeast,106,104,99,92,99,?,104,101
RPL19A-GFP yeast,103,96,98,93,103,91,99,94
procasp3 activ,9,-1,6,2,-4,1,-2,1
ZTA DNA inh,19,-20,-6,5,2,6,-2,.

41. CN(CC(=O)Nc1ccc(Cl)cc1)Cc1cc(=O)n2ccsc2n1
42. CCSc1ccc([C@@H]2[C@@H]3C(=O)N(CC)C(=O)[C@@H]3[C@]3(C(=O)OC)CCCCN23)cc1
43. COCCNc1cc(NCCOC)c([N+](=O)[O-])cc1[N+](=O)[O-]
44. O=C(Nc1ccccc1N1CCN(C(=O)c2ccc(Cl)cc2)CC1)c1ccc(Br)cc1
45. Cc1oc(C)c(C(=O)NCCCC(=O)O)c1C(=O)NCCCC(=O)O
46. O=C1CC(c2ccccc2)CC(O)=C1C=NCc1ccncc1 (stereo not given)
47. O=C(Nc1ccc2c(c1)N(S(=O)(=O)c1cccs1)CCC2)c1c(F)cccc1Cl
48. O=C(Cc1ccccc1)c1c[nH]c(C(=O)NCCCN2CCOCC2)c1
49. CCN(Cc1ccccc1)S(=O)(=O)c1ccc(F)cc1
50. NC(=O)Cn1cc(/C=N\NS(=O)(=O)c2cccc([N+](=O)[O-])c2)c2ccccc21
51. Cc1ccccc1C(=O)N1CCN(c2ccc(NC(=O)c3cccc(OC(C)C)c3)cc2)CC1
Compound,41,42,43,44,45,46,47,48,49,50,51
LAP4-GFP MLPCN,97,97,102,92,96,106,111,90,100,99,99
proCasp7 act,6,9,-3,-1,9,11,2,11,0,-2,-1
AHR activator,19,0,1,45,-2,0,1,0,-1,14,3
EBNA-1 inhibitor,7,-3,3,-5,-4,6,8,-1,4,3,-1
MEP2-GFP yeast,116,102,108,99,93,96,96,107,107,100,102
RPL19A-GFP yeast,111,98,111,101,101,99,100,101,100,99,102
procasp3 activ,-4,0,3,5,4,5,-5,0,3,3,-2
ZTA DNA inh,-9,3,-27,2,-2,7,1,-5,3,-10,-20

Grouped by structure, the entries above with a Cl atom
6. COc1ccccc1Oc1ccc(NC(=O)c2ccc(Cl)cc2)cc1
10. Cc1ccc(N2C(=O)N3[C@H](c4ccc(Cl)cc4)[C@@H]4C(=O)N(C5CCCCC5)C(=O)[C@@H]4[C@]3(Cc3ccccc3)C2=O)cc1
17. Cc1ccccc1C(=O)NNC(=O)C(=O)Nc1cccc(Cl)c1C
22. CC(CCc1ccccc1)NC(=O)COC(=O)c1cccnc1Cl (stereo not given)
38. Cc1cc(NC(=O)COC(=O)C2CCN(S(=O)(=O)c3c(Cl)cccc3Cl)CC2)no1
41. CN(CC(=O)Nc1ccc(Cl)cc1)Cc1cc(=O)n2ccsc2n1
44. O=C(Nc1ccccc1N1CCN(C(=O)c2ccc(Cl)cc2)CC1)c1ccc(Br)cc1
47. O=C(Nc1ccc2c(c1)N(S(=O)(=O)c1cccs1)CCC2)c1c(F)cccc1Cl
Compound,6,10,17,22,38,41,44,47
LAP4-GFP MLPCN,99,94,109,88,80,97,92,111
proCasp7 act,0,-1,11,-6,-7,6,-1,2
AHR activator,-4,0,-6,-1,-1,19,45,1
EBNA-1 inhibitor,18,0,0,.,2,7,-5,8
MEP2-GFP yeast,100,100,108,102,?,116,99,96
RPL19A-GFP yeast,100,98,103,100,91,111,101,100
procasp3 activ,3,1,4,11,1,-4,5,-5
ZTA DNA inh,-4,-10,6,.,6,-9,2,1
